Source: PubChem BioAssay
ADAM17 inh – ADAM17 inhibition, QFRET primary screen | AID 720648 | recombinant ADAM17, EDANS/DABCYL FRET peptide cleavage | hit rate 0.83% among 370,000 | inhibition, % at 6.95 µM;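 active means inhibition above the mean of compounds lying between control limits plus 3 SD, set per campaign, cut at about 8.5% in these data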;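 further: 0% = DMSO-only wells as the low control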
MBD2 DNA inh – MBD2-methylated oligo binding inhibition; TR-FRET, MBD2 binding to methylated oligonucleotide; inhibition, % at 4.4 µM; hit rate 0.31% among 370,000; in the data active means inhibition above about 13%
hgDAF12 agonist – hgDAF-12 agonism, primary luciferase screen; HEK293 GAL4-hgDAF12 UAS-luciferase reporter, agonist luminescence; normalized to butyrate control; activation, % at 6.8 µM; hit rate 1.8% among 370,000; AID 687014;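 active means activation above a cutoff set at the mean of all screened compounds plus 3 SD, cut at about 10% in these data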;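 further: 0% = DMSO wells and 100% = sodium butyrate wells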
PLCb3 inh – inhibitors of human phospholipase C beta3. Purified PLC-beta3, fluorogenic substrate, fluorescence. inhibition, % at 12.2 µM. AID 720704. hit rate 0.18% among 370,000; in the data active means inhibition above about 11%;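 further: 0% = median of compound wells on plate and 100% = full blocker control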
ssDAF12 agonist – activates DAF-12 receptor from parasite S. stercoralis; activation, % at 6.8 µM; HEK293 ssDAF-12/GRIP1 lit1-tk-luc reporter, luminescence; % of 3 µM dafachronic acid response; hit rate 1% among 370,000;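 active means activation above the mean over all tested compounds plus 3 SD, cut at about 0.9% in these data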;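 further: 0% = DMSO-only wells and 100% = 3 µM delta7-dafachronic acid wells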
Rev-erbA mod – modulates human Rev-erb alpha binding to DNA | P20393 | hit rate 0.79% among 370,000 | AID 1259318 | activity, % at 10 µM | Rev-erbα–FITC-DNA binding, fluorescence polarization, 90 min;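 active means activity above about 14%, limit read from the data; passing the limit was not always enough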;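 further: 0% = DMSO wells with 35 nM protein and 100% = DMSO wells with 750 nM protein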
Target sequence (P20393 whole entry, looked up): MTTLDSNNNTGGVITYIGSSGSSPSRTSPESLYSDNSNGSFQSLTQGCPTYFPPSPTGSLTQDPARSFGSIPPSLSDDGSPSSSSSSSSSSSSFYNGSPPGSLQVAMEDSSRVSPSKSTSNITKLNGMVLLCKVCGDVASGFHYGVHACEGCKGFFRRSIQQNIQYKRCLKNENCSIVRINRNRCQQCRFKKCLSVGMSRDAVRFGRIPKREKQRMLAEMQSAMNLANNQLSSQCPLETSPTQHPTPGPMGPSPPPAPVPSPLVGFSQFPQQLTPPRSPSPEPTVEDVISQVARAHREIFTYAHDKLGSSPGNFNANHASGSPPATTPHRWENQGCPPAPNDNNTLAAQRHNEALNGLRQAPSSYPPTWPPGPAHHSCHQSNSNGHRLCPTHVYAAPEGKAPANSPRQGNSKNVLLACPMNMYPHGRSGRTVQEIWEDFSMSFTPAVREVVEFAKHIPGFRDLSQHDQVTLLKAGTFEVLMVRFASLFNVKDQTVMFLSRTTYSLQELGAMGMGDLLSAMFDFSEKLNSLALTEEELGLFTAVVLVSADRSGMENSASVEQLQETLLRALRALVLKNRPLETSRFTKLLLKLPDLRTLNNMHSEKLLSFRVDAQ
DAX1 inh-1 – blocks DAX1 repression of SF-1 activated StAR promoter | hit rate 1.1% among 370,000 | HEK293T StAR-luciferase reporter, SF-1/DAX-1 repression relief | AID 652010 | inhibition, % at 6.8 µM;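 active means inhibition above the mean over all tested compounds plus 3 SD, cut at about 3.6% in these data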;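 further: 0% = DAX-1 cells with DMSO and 100% = cells lacking DAX-1 with DMSO; higher inhibition means more luminescence from relief of DAX-1 repression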
SMARCA2 act – activators of SMARCA2 function | MG213 cells, MMTV-luciferase reporter, dexamethasone, overnight | activation, % at 9.1 µM | hit rate 1% among 370,000; in the data active means activation above about 7.8%;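 further: 0% = vehicle wells and 100% = reference activator wells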
hcDAF12 agonist – activators of H. contortus DAF-12 nuclear receptor. HEK293 hcDAF-12 lit1-tk-luc reporter, luminescence; 0% DMSO, 100% Δ7-dafachronic acid. activation, % at 6.8 µM. hit rate 1.4% among 370,000. AID 652067;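 active means activation above the mean of all tested compounds plus 3 SD, cut at about 5.5% in these data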;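 further: 100% = response to 3 µM Δ7-dafachronic acid high control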
PLCg1 inh – inhibitors of human phospholipase C gamma1 | purified PLC-gamma1, fluorogenic substrate, fluorescence | inhibition, % at 12.2 µM | P19174 | AID 720700 | hit rate 0.84% among 370,000; in the data active means inhibition above about 9.5%
DAX1 inh-2 – NR0B1 (DAX1) inhibition | P51843 | HEK293 Gal4-DAX1 luciferase reporter, luminescence | inhibition, % at 6.75 µM | hit rate 0.99% among 340,000 | AID 504766;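 active means inhibition above the mean over all tested compounds plus 3 SD, cut at about 4.2% in these data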;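 further: 0% = DAX1-transfected cells with DMSO and 100% = empty-vector control cells with DMSO; inhibition shows as a rise in luminescence from relieved DAX1 repression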
Target sequence (P51843 207-470 limits assumed): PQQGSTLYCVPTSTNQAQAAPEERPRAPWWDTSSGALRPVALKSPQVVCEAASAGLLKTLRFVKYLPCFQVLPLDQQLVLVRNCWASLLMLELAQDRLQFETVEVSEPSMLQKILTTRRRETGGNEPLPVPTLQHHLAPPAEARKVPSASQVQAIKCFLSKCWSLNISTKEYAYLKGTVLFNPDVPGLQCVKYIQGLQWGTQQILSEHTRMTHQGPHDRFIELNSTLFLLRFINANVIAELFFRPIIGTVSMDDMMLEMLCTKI
Numbers without * were called inactive; i = inactive; nt = no result given. Outcome played no part in choosing rows; 7.4% or so of the library scored in one or more.

mol,ADAM17 inh,MBD2 DNA inh,hgDAF12 agonist,PLCb3 inh,ssDAF12 agonist,Rev-erbA mod,DAX1 inh-1,SMARCA2 act,hcDAF12 agonist,PLCg1 inh,DAX1 inh-2
O=C(NCCOC(=O)C1COc2ccccc2O1)C1COc2ccccc2O1 (stereo not drawn),0,-1,1.6,8,-1.4,1,0.6,0,-0.6,2,3.1
COc1cccc(C(=O)N2CCN(Cc3ccc(OC)cc3OC)CC2)c1,-5,7,-3.7,-7,-0.7,0,0.0,-1,-1.9,1,-0.6
CCOC(=O)c1[nH]c(C)c(/C(O)=C2\C(=O)C(=O)N(CCN(C)C)C2c2ccco2)c1C (stereo not drawn),-2,-4,0.9,-1,-1.0,-8,-0.2,3,-2.5,-1,0.6
CCOC(=O)C1CCN(S(=O)(=O)c2ccc3c(c2)NC(=O)C(C)S3)CC1 (stereo not drawn),-2,1,-1.4,-8,-1.3,5,-0.6,-3,-1.2,-1,-0.7
O=C1c2ccccc2CN1CCSC(=S)N1CCOCC1,0,-1,16*,-2,-0.2,5,3.3,3,4.3,1,2.8
Nc1nonc1-n1nnc(C(=O)N/N=C/c2cccnc2)c1-c1cccs1,-214,-3,-1.2,-13,-1.1,-4,-0.1,-4,-1.3,0,-0.5
N#Cc1ccc(OCC(=O)NNC(=O)C2CCCCC2)cc1,-3,-5,-2.8,-4,-1.7,0,-0.3,1,0.6,-2,0.6
COCCNC(=O)C(c1ccc(F)cc1)N(Cc1ccco1)C(=O)CCC(=O)Nc1nccs1 (stereo not drawn),-3,-3,-2.2,2,-1.4,-1,-0.1,-2,-1.3,3,0.2
COC(=O)c1ccccc1NC(=O)CCCn1nc([N+](=O)[O-])c(Br)c1C,0,3,-0.7,4,-0.6,2,-0.3,-1,1.9,2,1.9
Cc1cc(Cl)ccc1C(O)c1ncc(-c2cccc3ccccc23)[nH]1 (stereo not drawn),-11,-1,-0.6,-14,-1.5,-9,-0.5,-2,-1.4,-11,nt
COC(=O)CC1COc2ccccc2N1C(=O)c1cccc(Cl)c1 (stereo not drawn),-1,7,-0.9,1,-1.2,3,-0.5,-3,0.4,-3,-0.3
O=C(NCc1csc(-c2cccs2)n1)c1ccccc1,-9,1,1.6,-9,-0.6,4,0.5,4,1.1,-3,1.6
Cc1nn(-c2nc3ccccc3s2)c(N)c1-c1ccccc1,-1,5,19*,0,0.2,3,4.5*,0,15*,1,3.5
O=C(NC[C@H]1CCCO1)c1cccc2c1C(=O)c1ccc(-c3ccc(F)cc3OCc3ccccc3)cc1S2(=O)=O,5,1,-6.9,-54,-2.1,0,-1.2,-2,-4.4,-31,-2.2
CSC1=N/C(=C\C=C\c2cccs2)C(=O)S1,-1,-4,2.8,-20,-0.3,8,0.3,-3,5.1,-10,-0.1
COc1cccc(NC(=O)COC(=O)c2c(-c3ccccc3)noc2C)c1,-4,8,-0.2,-2,-0.7,0,-1.0,-2,-0.8,-1,-0.4
O=C(CSc1nc(Nc2ccccc2)nc(N2CCOCC2)n1)Nc1ccc([N+](=O)[O-])cc1,-4,1,1.1,-1,-1.7,1,-0.3,-3,-1.0,-1,1.2
CC(O)(c1cccnc1)c1nc(/C=C/c2ccccc2)cs1 (stereo not drawn),-3,-5,-0.2,-2,-2.2,1,-2.5,-3,-2.7,-3,nt
O=C(COC(=O)c1cc[n+]([O-])cc1)Nc1c(Cl)cccc1C(F)(F)F,-4,4,0.2,-10,-1.0,-5,2.8,-2,-1.1,5,1.8
O=C(O)CN1C(=O)Nc2ccc(Br)cc2C1c1ccccc1 (stereo not drawn),1,3,-0.7,2,-0.3,3,0.6,4,-1.6,3,0.8

mol,ADAM17 inh,MBD2 DNA inh,hgDAF12 agonist,PLCb3 inh,ssDAF12 agonist,Rev-erbA mod,DAX1 inh-1,SMARCA2 act,hcDAF12 agonist,PLCg1 inh,DAX1 inh-2
CC(/C=N/NC(=O)CSc1ccccn1)=C\c1ccc(C(C)C)cc1,7,0,3.6,-3,-0.5,-3,0.3,4,0.9,3,0.6
CN(C)/C=C1\C(=O)N(c2ccc(Cl)cc2)CS1(=O)=O,-4,1,6.0,0,-0.9,-6,1.2,6,1.5,-1,0.5
Cc1ccc(OCC(=O)NNC(=O)C2CSC3(C)CCC(=O)N23)cc1C (stereo not drawn),-1,-6,1.4,-4,-1.3,-1,-0.4,1,-1.5,1,0.0
COc1c(C)cc(C(=O)C2CCCN(C(=O)c3ccc4cc[nH]c4c3)C2)cc1C (stereo not drawn),1,1,-1.0,-2,-1.5,1,-0.1,7,-1.8,-1,0.7
COc1cccc(C(=O)OCC(=O)N2CCc3ccccc3C2)c1,-2,-3,1.8,-4,-0.4,-4,-1.2,-1,-2.0,-3,-0.4
COc1cc(C)c(NC(=O)C2CCN(S(=O)(=O)c3cccs3)CC2)cc1OC,-2,1,-0.1,-7,-1.3,4,0.6,-2,-2.0,-1,2.7
O=c1c2cc(Br)ccc2nc(-c2ccccc2)n1O,-6,0,-1.1,-10,0.1,3,0.6,1,0.2,-3,-0.1
CCNC(=S)N1CCN(S(=O)(=O)c2ccc(C)c(C)c2)CC1,3,5,-2.6,-2,-1.4,11,-0.2,-5,0.2,0,0.9
Cc1cc(C)c(S(C)(=O)=O)c(Oc2ccccc2C)n1,1,-1,-1.0,1,-1.2,-3,0.1,0,-1.9,1,1.6
CC1CN(c2nc3ccccc3nc2SCC(=O)N2CCN(S(=O)(=O)c3ccccc3)CC2)CC(C)O1 (stereo not drawn),3,-1,-3.8,-24,-2.2,-8,-3.6,-4,-3.9,-22,nt
Cc1ccc(-n2ncc(C#N)c2/N=C/N2CCOCC2)cc1,0,1,-1.0,3,-1.4,-3,-0.1,-4,2.8,3,1.0
Cc1cccc(COC[C@H](Cc2ccccc2)N2CCN(C(=O)c3cc(Cl)cc(Cl)c3)CCC2=O)c1,3,2,-1.6,-1,-0.8,8,0.2,-7,-1.6,3,nt
CCCc1nc2cc(C)c(Br)c(C)n2c1Cc1ccc(OC)cc1C,4,3,3.2,-8,0.3,3,-2.4,-4,3.0,0,nt
Cc1ccc(C(=O)CCC(=O)Nc2ncccc2C)cc1,-2,-1,3.2,-10,0.5,-4,-0.1,2,2.5,-3,0.3
CC1(c2ccc(NC(=O)c3ccccc3F)cc2)CC1(Cl)Cl (stereo not drawn),0,-2,17*,-2,0.6,-1,2.5,5,9.6*,-1,4.3*
Cc1cccc(C)c1NC(=O)CS(=O)CC(=O)N1CCN(c2ccccc2)CC1 (stereo not drawn),-2,7,-0.3,-6,-0.4,0,-0.4,-4,-0.5,3,-0.7
COc1ccccc1CCc1nnc(CCC(=O)NC(C)Cc2cccc(C)n2)o1 (stereo not drawn),-6,4,-2.1,-6,-0.9,4,-0.1,0,0.1,2,-1.9
CCC1C=C(c2ccccc2)C=CN=C1N(CC)CC (stereo not drawn),-2,-2,-1.4,2,-1.4,0,0.0,-2,-0.6,0,-1.8
CC(C)[C@@H](C(=O)OCC(=O)c1ccc2c(c1)NC(=O)CO2)N1C(=O)c2ccccc2C1=O,-2,4,5.3,4,-1.3,10,1.1,-6,-1.6,-2,-1.9
CN(C(=S)Nc1ccccc1)c1ccccc1,-2,-4,3.6,1,-1.5,-2,-0.6,4,-1.1,1,-0.6

Some values from the list:
`CCC1C=C(c2ccccc2)C=CN=C1N(CC)CC` (stereo not drawn) in hgDAF12 agonist: -1.4
`CN(C(=S)Nc1ccccc1)c1ccccc1` in SMARCA2 act: 4

Part of the list above, showing only DAX1 inh-1, DAX1 inh-2 and Rev-erbA mod:
Compound | DAX1 inh-1 | DAX1 inh-2 | Rev-erbA mod
CCNC(=S)N1CCN(S(=O)(=O)c2ccc(C)c(C)c2)CC1 | -0.2 | 0.9 | 11
Cc1cc(C)c(S(C)(=O)=O)c(Oc2ccccc2C)n1 | 0.1 | 1.6 | -3
CC1CN(c2nc3ccccc3nc2SCC(=O)N2CCN(S(=O)(=O)c3ccccc3)CC2)CC(C)O1 (stereo not drawn) | -3.6 | nt | -8
Cc1ccc(-n2ncc(C#N)c2/N=C/N2CCOCC2)cc1 | -0.1 | 1.0 | -3

Structures above marked active in DAX1 inh-1:
Structure,ADAM17 inh,MBD2 DNA inh,PLCb3 inh,ssDAF12 agonist,Rev-erbA mod,DAX1 inh-1,SMARCA2 act,hcDAF12 agonist,PLCg1 inh,DAX1 inh-2
Cc1nn(-c2nc3ccccc3s2)c(N)c1-c1ccccc1,-1,5,0,0.2,3,4.5*,0,15*,1,3.5

Further results follow.
mol,ADAM17 inh,MBD2 DNA inh,hgDAF12 agonist,PLCb3 inh,ssDAF12 agonist,Rev-erbA mod,DAX1 inh-1,SMARCA2 act,hcDAF12 agonist,PLCg1 inh,DAX1 inh-2
CCNC(=S)N1CCN=C1Nc1nc(C)cc(C)n1,1,-6,0.2,3,-1.4,-2,0.0,2,0.0,3,nt
N#Cc1c(-c2cccs2)cc(-c2cccnc2)nc1N,i,-4,-1.0,-300,-1.3,-2,-1.2,0,2.1,-222,0.0
COCCCNC(=O)c1nnn2c1nc(N)c1cc(Cl)ccc12,-82,4,1.2,-131,-1.2,-8,2.0,-1,0.4,-103,nt
CCn1c(COc2cccc(OC)c2)nnc1SCC(=O)NCC1CCCO1 (stereo not drawn),-1,5,2.6,-2,-0.6,0,0.7,4,-0.8,1,1.0
O=S(=O)(c1ccc2[nH]c3c(c2c1)CCCC3)N1CCCCC1,-4,-5,-1.2,-23,-1.5,5,-0.7,-1,1.1,-18,-1.4
Cn1c(=O)c2c(nc(N/N=C3\CCCc4ccccc43)n2Cc2ccc(F)cc2)n(C)c1=O,-3,-1,1.6,0,-1.2,4,-0.3,1,-0.3,-2,0.9
N#CC1(NC(=O)CSc2nncn2-c2ccccc2F)CCCC1,-2,0,4.2,-5,-1.1,-1,0.2,1,0.8,-1,0.5
O=C(OCC#CCSc1nc2ccccc2o1)c1ccco1,-1,2,4.2,1,-1.0,-4,0.5,4,-0.3,0,-0.2
NC(=O)CC(NC(=O)OCc1ccccc1)C(=O)O (stereo not drawn),2,-7,-2.8,5,-1.0,-5,-0.6,1,-0.9,2,0.6
CCCCNC(=O)c1nc(C2CCN(S(=O)(=O)c3csc(C(=O)O)c3)CC2)oc1-c1ccccc1,8,-4,-0.3,-4,-0.7,-3,0.9,-2,-1.0,3,nt
COc1cc(/C=N/NC(=S)Nc2cccc(C(=O)O)c2)ccc1O,-6,2,9.4,-52,-0.9,-3,0.2,4,-0.3,-37,-4.7
Cc1cc(C)cc(-n2nnnc2SCC(=O)Nc2cccc(NC(=O)c3ccco3)c2)c1,-5,3,-3.5,1,-1.4,0,-0.6,-2,-1.1,1,-0.7
O=C(Nc1ccccc1)Nc1cc(Cl)cc(Cl)c1,8,-3,0.7,0,-1.2,4,-0.8,-4,-0.9,0,-0.6
C=CCN1CC(C(=O)N2CCC(Cc3ccc(Cl)cc3)(C(=O)OCC)CC2)CC1=O (stereo not drawn),-4,-2,-3.4,-6,-1.3,-8,-0.5,-3,-2.3,1,-0.1
